Screening data (PubChem BioAssay)
697 NFkB inh: inhibitors of the PMA/ionomycin-induced NF-kB reporter in 697 B cells; actives 0.33% (n = 330,000); inhibition, % at 4 µM; 697 B-cell NF-kB luciferase reporter, 16 h; in the data active means inhibition above about 35%
Jurkat NFkB inh: inhibitors of the PMA/ionomycin-induced NF-kB reporter in Jurkat cells; PMA/ionomycin-induced NF-kB luciferase reporter, luminescence; inhibition, % at 4 µM; actives 0.53% (n = 330,000); AID 435003
UBC13 inh: human UBC13 polyubiquitination inhibition. P61088. UBC13 polyubiquitin chain formation, TR-FRET. inhibition, % at 20 µM. actives 0.47% (n = 330,000); in the data active means inhibition above about 45%, passing the limit was not always enough
Apaf1 inhib: inhibitors of human Apaf-1 apoptosome. reconstituted apoptosome caspase-3 activity, DEVD-Rh110 fluorescence. actives 0.71% (n = 330,000). AID 489030. O14727. inhibition, % at 20 µM; active means inhibition of at least 40% at 20 µM;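 further: plate controls were DMSO wells for no effect and DEVD-CHO caspase inhibitor wells for full effect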
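Material: cell-free apoptosome with Apaf-1, procaspase-3 and caspase-9; Buffer or medium: Hepes pH 7.5 with detergent and BSA; Reagent: cytochrome c trigger plus (Z-DEVD)2-Rh110 caspase-3 substrate; Times: compound with Apaf-1, dATP, procaspase-3 30 min, then 50 min reaction, room temperature; Technique: Rh110 fluorescence intensity.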
CCR6 antag: antagonists of human CCR6 receptor; P51684; CHO-K1 CCR6 PathHunter beta-arrestin, luminescence, CCL20-stimulated; inhibition, % at 20 µM; actives 0.49% (n = 340,000); AID 493098;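 active means compounds whose inhibition of the agonist-driven luminescence signal at 20 µM reaches about 50%, limit read from the data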;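 further: cells stimulated with CCL20 at 14 nM final; plate controls were DMSO with CCL20 for no effect and DMSO without agonist for full effect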
Target sequence (P51684 whole entry, looked up): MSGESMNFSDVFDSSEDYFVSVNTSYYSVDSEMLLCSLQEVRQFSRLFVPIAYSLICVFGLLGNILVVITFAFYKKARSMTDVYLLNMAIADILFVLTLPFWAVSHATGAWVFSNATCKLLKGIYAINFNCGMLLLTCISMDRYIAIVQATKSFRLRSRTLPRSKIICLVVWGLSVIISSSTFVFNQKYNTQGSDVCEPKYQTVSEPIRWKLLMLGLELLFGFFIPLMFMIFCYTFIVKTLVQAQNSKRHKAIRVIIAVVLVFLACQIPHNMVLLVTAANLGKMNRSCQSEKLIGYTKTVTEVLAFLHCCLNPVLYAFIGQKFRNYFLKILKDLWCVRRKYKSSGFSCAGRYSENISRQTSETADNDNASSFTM
EBI2 block: blocks human EBI2 receptor beta-arrestin signaling | inhibition, % at 5 µM | actives 0.81% (n = 360,000) | EBI2 beta-arrestin recruitment, luminescence, 7a,25-OHC stimulated | P32249; in the data active means inhibition above about 38%;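 further: enzyme fragment complementation signal reports receptor beta-arrestin coupling in cells; 0% = agonist plus DMSO wells and 100% = wells without agonist; some results beyond the cut were filed as inactive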
Target sequence (P32249 whole entry, looked up, the tested form may be a part): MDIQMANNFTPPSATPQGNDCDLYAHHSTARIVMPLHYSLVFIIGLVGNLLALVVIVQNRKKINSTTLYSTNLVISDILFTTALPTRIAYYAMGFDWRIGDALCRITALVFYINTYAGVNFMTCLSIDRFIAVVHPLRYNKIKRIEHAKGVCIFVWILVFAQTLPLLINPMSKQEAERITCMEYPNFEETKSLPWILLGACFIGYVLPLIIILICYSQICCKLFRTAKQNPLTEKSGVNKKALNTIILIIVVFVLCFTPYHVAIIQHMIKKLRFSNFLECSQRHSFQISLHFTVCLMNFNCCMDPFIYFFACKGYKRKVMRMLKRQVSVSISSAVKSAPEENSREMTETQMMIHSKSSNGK
SENP8 block: blocks the human protease SENP8 | AID 2540 | purified SENP8, Z-RLRGG-aminoluciferin cleavage, luminescence | inhibition, % at 10 µM | actives 1.2% (n = 330,000) | Q96LD8
Target sequence (Q96LD8 whole entry, looked up): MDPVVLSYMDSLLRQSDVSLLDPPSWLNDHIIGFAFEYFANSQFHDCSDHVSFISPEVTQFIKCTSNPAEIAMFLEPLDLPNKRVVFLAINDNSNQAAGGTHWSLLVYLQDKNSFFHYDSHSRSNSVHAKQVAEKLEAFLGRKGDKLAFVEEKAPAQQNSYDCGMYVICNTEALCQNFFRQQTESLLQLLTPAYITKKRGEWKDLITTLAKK
Gli-Sufu antag: blocks Gli-Sufu signaling in a luciferase reporter | Sufu-KO-LIGHT fibroblasts, Gli luciferase reporter luminescence | inhibition, % at 5 µM | actives 0.74% (n = 340,000);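 active means inhibition above about 55%, limit read from the data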;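 further: 0% = DMSO-treated cells and 100% = wells with medium but no cells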
* marks the source's active call; other numbers are inactive results; · = not tested or not shown. Unless noted, no stated cut-off is given here; in the data, active means inhibition above about 50%; inactive means the rest.

SMILES	697 NFkB inh	Jurkat NFkB inh	UBC13 inh	Apaf1 inhib	CCR6 antag	EBI2 block	SENP8 block	Gli-Sufu antag
CC(C)CN(C(=O)COC(=O)c1ccc2c(c1)OCO2)c1c(N)n(Cc2ccccc2)c(=O)[nH]c1=O	20	-7	-1	4	5	-6	-16	-10
O=C(c1ccccc1Cl)N(Cc1ccc(Br)cc1)N1C(=O)CCCC1=O	0	-7	0	-2	10	-3	-6	8
O=C(Nc1ccncc1)Nc1ccc(F)cc1F	14	-5	6	-5	-18	-2	-10	14
C[C@H](CO)N1C[C@H](C)[C@@H](CN(C)S(=O)(=O)c2cn(C)cn2)Oc2ccc(NC(=O)Nc3ccccc3)cc2C1=O	7	-1	-12	7	9	6	-12	96*
COC(=O)c1cc2c(C)nn(C)c2s1	12	8	5	-7	11	-10	-7	8
O=C(N/C(=C/c1ccc(Br)cc1)C(=O)N1CCCC1)c1ccccc1F	-15	-13	-4	-3	3	0	1	-5
COC(=O)c1cc(OC)c(OC)cc1NC(=S)N1CCN(C/C=C/c2ccccc2)CC1	-13	5	4	0	3	26	6	17
CC(C)Cn1c(SCC(=O)N(C)C2CCS(=O)(=O)C2)nc2cc(Cl)ccc2c1=O (centres undefined)	-20	-10	1	3	10	-13	8	5
O=P(CCN1CCCCC1)(c1ccccc1)c1ccccc1	-9	1	-2	3	-9	2	-5	-2
Cc1ccc(-n2c(SCC(=O)NCC3CCCO3)nc3n[nH]c(C)c3c2=N)cc1Cl (centres undefined)	19	23	10	0	-11	-6	-7	15
COc1ccccc1/C=C/C(=O)NC(=S)N1CCN(C)CC1	10	7	-2	9	-4	-1	-4	-4
Cc1ccccc1Cn1nc(C)c(NC(=O)c2nc3n(n2)C(C(F)F)CC(C)N3)c1C (centres undefined)	10	-1	1	0	3	0	-10	-2
CC(=O)Nc1cccc(NC(=O)CSc2nc(C3CC3)nc3ccccc23)c1	-14	15	5	1	-15	-3	-1	34
Fc1ccccc1NC(=S)Nc1cccc2cnccc12	4	11	-37	97*	-5	12	87*	-14
Cc1cc(NC(=O)C2Oc3ccccc3OC2C)no1 (centres undefined)	5	0	5	-11	-4	-3	5	-21
CCOc1cc(C(=O)NCC(=O)N2CCC3(CC2)NCCc2[nH]cnc23)cc(OCC)c1OCC	-13	-2	2	-3	-7	-1	-6	-16
COc1cc(S(=O)(=O)Nc2ccc(C)cc2)ccc1N=Cc1c(C)[nH]n(-c2ccc(C)cc2)c1=O	11	-1	2	-7	31	5	-8	4
Nn1cnc2scc(-c3ccc(Cl)cc3)c2c1=O	4	4	1	-5	5	1	-3	-9
COC(=O)c1ccc(S(=O)(=O)N2CCCN(Cc3cccc(Br)c3F)CC2)n1C	-27	7	0	9	5	13	5	10
c1cnc(NC2CCCCCC2)nc1	11	-5	6	-16	-15	-7	5	-2
O=C(O)c1cccc(Cn2c(Cl)c(/C=N/NC(=O)c3ccco3)sc2=O)c1	4	-4	-12	2	-9	-16	2	0
O=C(O)/C=C/C(=O)O	12	-3	0	-11	12	-2	8	-1
CCOc1ccc(NC(N)=O)cc1	-11	-5	0	-2	-14	2	4	-1
CN(C)c1ccc(C(=O)n2nnc3ccccc32)cc1	3	-4	19	-22	9	5	-19	-4
CN=C(NC(=O)Nc1c(C)cccc1C)NC(=O)Nc1c(C)cccc1C	5	-5	-26	-5	14	-2	-14	0

Compounds from the list above that contain a COOH group (2):
SMILES	697 NFkB inh	Jurkat NFkB inh	UBC13 inh	Apaf1 inhib	CCR6 antag	EBI2 block	SENP8 block	Gli-Sufu antag
O=C(O)c1cccc(Cn2c(Cl)c(/C=N/NC(=O)c3ccco3)sc2=O)c1	4	-4	-12	2	-9	-16	2	0
O=C(O)/C=C/C(=O)O	12	-3	0	-11	12	-2	8	-1

Going on with the list.
SMILES	697 NFkB inh	Jurkat NFkB inh	UBC13 inh	Apaf1 inhib	CCR6 antag	EBI2 block	SENP8 block	Gli-Sufu antag
Cn1c(=O)n(C)c2cc(S(=O)(=O)Nc3ccc(F)cc3)ccc21	-19	1	-4	-7	7	-2	5	-8
COC(=O)[C@H](CC(C)C)NC(=O)Nc1ccc2c(c1)OCCO2	3	11	2	-6	-10	-7	4	5
CC(=O)Cc1nsc(NC(=O)c2cn(-c3ccccc3)nc2-c2ccc(Br)cc2)n1	13	7	4	5	-15	4	-2	9
CC(C)(C)C1CCC(=NNC(=O)c2cc(-c3ccccc3)n[nH]2)CC1 (centres undefined)	3	-1	-14	18	5	9	-10	-1
CC1OC(Nc2ccc(OC(F)(F)F)cc2)C(O)C(O)C1O (centres undefined)	7	7	1	8	2	7	-3	3
CCOC(=O)CN1N=C(/C=C/c2ccc(OC)cc2)CCC1=O	-7	-6	-11	0	0	2	-12	-14
O=C(CSc1nnc(CNc2ccc(F)cc2)o1)OC1CCCCC1	-1	-7	7	11	6	-2	0	9
O=C(CCc1ccc(S(=O)(=O)N2CCOCC2)cc1)OCC(=O)c1ccc(Br)cc1	-13	-13	-12	29	12	9	-6	4
CN1CCN(c2ccc([N+](=O)[O-])cc2/C=N/NC(=O)c2cccc([N+](=O)[O-])c2)CC1	22	-5	8	10	·	·	-8	·
O=C(CCN1C(=O)c2ccccc2C1=O)Nc1cc(F)ccc1F	14	8	2	-2	5	9	8	-5
Nc1ncnc(Sc2ccccc2)c1[N+](=O)[O-]	-6	8	-11	11	0	-42	4	-8
CC/C(O)=C1\C(=O)CC(c2ccccc2)CC1=NCCc1c(C)[nH]c2ccc(C)cc12 (centres undefined)	9	-2	4	19	34	-10	0	26
CCN1CC2=C(OC(N)=C(C#N)C2c2cccs2)/C(=C/c2cccs2)C1 (centres undefined)	4	1	-21	11	26	6	7	9
O=C(COC(=O)/C=C/c1cccc(Br)c1)NC1CCCCCC1	1	7	0	-4	5	-4	1	0
CCCCN(C)Cc1c(C)[nH]c2ccc(C)cc2c1=O	25	-7	-3	-7	-6	-5	2	7
CC(C)(C)C(=O)O/N=C(\N)c1ccc(Oc2cc(Cl)cc(Cl)c2)c([N+](=O)[O-])c1	1	-10	0	6	7	-8	2	0
Cc1cc(Nc2ccccc2F)n2nc(C)nc2n1	24	0	-6	-7	3	-4	1	-22
CCCCN(CCNP(=O)(OCC)OCC)CP(=O)(OCC)OCC	20	-14	-10	3	-2	0	-13	-19
Cn1c(SCC(=O)Nc2nccs2)nnc1-c1ccccn1	7	7	-4	9	14	2	1	5
COc1cccc(NS(=O)(=O)c2ccc(-n3cccn3)cc2)c1	-57	-12	-6	17	0	4	-3	-5
Cc1cccc(NC(=O)C(C)SCc2nc3sc(C)c(C)c3c(=O)[nH]2)n1 (centres undefined)	15	6	-3	2	-2	-5	0	-9
Cn1ccnc1SCC(=O)n1c2c(c3ccccc31)CCCC2	17	9	6	1	6	8	9	-4
CCCCC#Cc1cncc(C(=O)NN)c1	22	3	-1	-2	-9	-3	-3	-7
O=[N+]([O-])c1ccccc1OCCOCCOc1cccc2cccnc12	10	-3	11	-2	19	-7	-2	3
FC(F)(F)c1cc(N2CCNCC2)c2ccccc2n1	-25	-2	-7	-17	1	-17	-2	7
New compounds follow
SMILES	697 NFkB inh	Jurkat NFkB inh	UBC13 inh	Apaf1 inhib	CCR6 antag	EBI2 block	SENP8 block	Gli-Sufu antag
C[C@@H]1CN([C@H](C)CO)C(=O)c2cc(NC(=O)Nc3ccc(F)cc3)ccc2O[C@H]1CN(C)C(=O)Nc1ccc(C(F)(F)F)cc1	7	-2	-9	12	-9	-1	-16	-9
CCOC(=O)c1ccc(NC(=O)c2nc[nH]c2C(=O)NCCNC(=O)c2[nH]cnc2C(=O)Nc2ccc(C(=O)OCC)cc2)cc1	13	-7	-14	11	7	-12	15	13
CC(C)(C)c1cc(=O)[nH]c(SCc2ccccc2)n1	-34	-19	-5	8	6	2	5	3
O=C(c1c(O)c2ccccc2oc1=O)C1CCC1	6	-11	6	15	2	-32	0	-1
CCCCC(=O)Nc1ccc(C(=O)Nc2ccc3c(c2)OCO3)cc1	-24	-4	-8	-19	-27	34	-10	-13
CN1c2ccccc2Oc2c(c(=O)n(C)c(=O)n2C)C1c1cccc([N+](=O)[O-])c1 (centres undefined)	5	0	2	19	17	-3	-8	-2
COC(=O)Cn1c(=NC(=O)CSC(C)=O)sc2ccccc21	0	2	0	-7	25	16	7	-7
COC(=O)c1ccccc1S(=O)(=O)N1CCC(C(=O)OC(C)C(=O)Nc2ccc(NC(C)=O)cc2)CC1 (centres undefined)	13	12	5	-5	18	-1	1	-5
CC(C)(C)c1ccc(S(=O)(=O)N2CCC(c3nc4ccc(Cl)cc4[nH]3)CC2)cc1	20	6	-15	12	12	27	1	7
C[C@@H]1C[C@H](Nc2ccccc2)c2ccccc2N1C(=O)c1cccnc1	9	26	-1	4	2	13	4	-6
CC(C)Cc1cc(C(=O)Nc2cc(C(F)(F)F)ccc2Cl)no1	2	-7	4	13	-1	6	5	13

Gathered by group: those above containing four or more nitrogen atoms.
SMILES	697 NFkB inh	Jurkat NFkB inh	UBC13 inh	Apaf1 inhib	CCR6 antag	EBI2 block	SENP8 block	Gli-Sufu antag
CC(C)CN(C(=O)COC(=O)c1ccc2c(c1)OCO2)c1c(N)n(Cc2ccccc2)c(=O)[nH]c1=O	20	-7	-1	4	5	-6	-16	-10
C[C@H](CO)N1C[C@H](C)[C@@H](CN(C)S(=O)(=O)c2cn(C)cn2)Oc2ccc(NC(=O)Nc3ccccc3)cc2C1=O	7	-1	-12	7	9	6	-12	96*
Cc1ccc(-n2c(SCC(=O)NCC3CCCO3)nc3n[nH]c(C)c3c2=N)cc1Cl (centres undefined)	19	23	10	0	-11	-6	-7	15
Cc1ccccc1Cn1nc(C)c(NC(=O)c2nc3n(n2)C(C(F)F)CC(C)N3)c1C (centres undefined)	10	-1	1	0	3	0	-10	-2
CC(=O)Nc1cccc(NC(=O)CSc2nc(C3CC3)nc3ccccc23)c1	-14	15	5	1	-15	-3	-1	34
CCOc1cc(C(=O)NCC(=O)N2CCC3(CC2)NCCc2[nH]cnc23)cc(OCC)c1OCC	-13	-2	2	-3	-7	-1	-6	-16
COc1cc(S(=O)(=O)Nc2ccc(C)cc2)ccc1N=Cc1c(C)[nH]n(-c2ccc(C)cc2)c1=O	11	-1	2	-7	31	5	-8	4
CN(C)c1ccc(C(=O)n2nnc3ccccc32)cc1	3	-4	19	-22	9	5	-19	-4
CN=C(NC(=O)Nc1c(C)cccc1C)NC(=O)Nc1c(C)cccc1C	5	-5	-26	-5	14	-2	-14	0
CC(=O)Cc1nsc(NC(=O)c2cn(-c3ccccc3)nc2-c2ccc(Br)cc2)n1	13	7	4	5	-15	4	-2	9
CC(C)(C)C1CCC(=NNC(=O)c2cc(-c3ccccc3)n[nH]2)CC1 (centres undefined)	3	-1	-14	18	5	9	-10	-1
CN1CCN(c2ccc([N+](=O)[O-])cc2/C=N/NC(=O)c2cccc([N+](=O)[O-])c2)CC1	22	-5	8	10	·	·	-8	·
Nc1ncnc(Sc2ccccc2)c1[N+](=O)[O-]	-6	8	-11	11	0	-42	4	-8
Cc1cc(Nc2ccccc2F)n2nc(C)nc2n1	24	0	-6	-7	3	-4	1	-22
Cn1c(SCC(=O)Nc2nccs2)nnc1-c1ccccn1	7	7	-4	9	14	2	1	5
Cc1cccc(NC(=O)C(C)SCc2nc3sc(C)c(C)c3c(=O)[nH]2)n1 (centres undefined)	15	6	-3	2	-2	-5	0	-9
C[C@@H]1CN([C@H](C)CO)C(=O)c2cc(NC(=O)Nc3ccc(F)cc3)ccc2O[C@H]1CN(C)C(=O)Nc1ccc(C(F)(F)F)cc1	7	-2	-9	12	-9	-1	-16	-9
CCOC(=O)c1ccc(NC(=O)c2nc[nH]c2C(=O)NCCNC(=O)c2[nH]cnc2C(=O)Nc2ccc(C(=O)OCC)cc2)cc1	13	-7	-14	11	7	-12	15	13
CN1c2ccccc2Oc2c(c(=O)n(C)c(=O)n2C)C1c1cccc([N+](=O)[O-])c1 (centres undefined)	5	0	2	19	17	-3	-8	-2

The list is partial; the hit share may differ from the screen's.
